# Myeloid diff 2 – promotes myeloid progenitor differentiation; AID 624256; hit rate 1% among 360,000; calls only at 10 µM; ER-HoxA9 myeloid progenitors, lysozyme-GFP differentiation, flow cytometry;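 active = normalized GFP-positive differentiation at or above the plate's own cutoff, the solvent-only control mean plus 3 SD; inconclusive = no clear call, values can overlap the other calls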;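 also: cells exposed to compound for four days before flow analysis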
# NOD2 inhibition – NOD2 signaling inhibitors, cell-based, luminescence, uHTS, HEK293 (AID 1566); HEK293 NOD2/NF-kB luciferase reporter, luminescence; higher % means a stronger effect; inhibition, % at 4 µM, or EC50 in µM where a hit was titrated; hit rate 0.63% among 290,000; also: many of its hits are not listed in these tables
# HIV peptide binding – inhibitors of HIV fusion peptide binding, primary screen, biochemical, uHTS, fluorescence dequenching (AID 1986) | cell-free peptide binding, fluorescence dequenching, 30 min; higher % means a stronger effect | inhibition, % at 20 µM, or IC50 in µM where a hit was titrated | hit rate 0.3% among 290,000; in the data active = inhibition mostly above about 52%, no sharp cut-off; inactive = mostly below about 76%; also: some results filed as inactive read as strong as hits
# GPR35 arrestin U2OS – inhibition of zaprinast-stimulated GPR35 beta-arrestin translocation – imaging, U2OS, beta-arrestin-GFP, zaprinast agonist, primary screen (AID 2058); hit rate 0.052% among 290,000; U2OS GPR35 beta-arrestin-GFP translocation imaging, zaprinast antagonism; higher % means a stronger effect; inhibition, % at 10 µM; hits with a dose series show IC50 in µM;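 active = inhibition of at least 50% with at least 30 cells and total cytoplasm GFP at most 10,000,000; inconclusive = under 30 cells or total GFP of 10,000,000 plus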
# KOR beta-arrestin-1 – KOR agonists, beta-arrestin recruitment, primary screen, cell-based, luminescence, uHTS (AID 1777) | activation, % at 10 µM; hits with a dose series show EC50 in µM | hit rate 0.02% among 280,000 | KOR beta-arrestin recruitment, luminescence; higher % means a stronger effect; in the data active = activation above about 50%, passing the limit was not always enough; also: a part of the inactive calls stands beside numbers as strong as those of hits
# NOD1 NF-kB reporter – inhibition of NOD1-driven NF-kB reporter – cell-based, luminescence, uHTS, primary screen (AID 1578); NOD1-driven NF-kB luciferase reporter cells, luminescence; higher % means a stronger effect; hit rate 1% among 290,000; inhibition, % at 4 µM; hits with a dose series show EC50 in µM; in the data active = inhibition mostly above about 36%, no sharp cut-off; inactive = mostly below about 34%;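 also: HEK-293T reporter cells stimulated with the NOD1 agonist gamma-tri-DAP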
# GPR55 activation – selective activators of receptor GPR55 – imaging, U2OS cells, beta-arrestin-GFP redistribution, primary screen (AID 1961); U2OS GPR55 beta-arrestin-GFP redistribution imaging; higher % means a stronger effect; activation, % at 10 µM; hits with a dose series show EC50 in µM; hit rate 0.048% among 290,000;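 active = activation above 40% with more than 50 cells counted in the well; inconclusive = wells holding fewer than 50 cells, flagged as toxic or sparse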;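 also: U2OS osteosarcoma cells stably expressing GPR55 and beta-arrestin-GFP; plate controls were DMSO negative control for no effect and LPI positive control for full effect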
# GPR55 LPI antagonism – GPR55 antagonists blocking LPI-driven arrestin recruitment, primary screen, imaging, U2OS, beta-arrestin-GFP, LPI agonist (AID 2013). U2OS GPR55 beta-arrestin-GFP translocation imaging, LPI antagonism; higher % means a stronger effect. inhibition, % at 10 µM, or IC50 in µM where a hit was titrated. hit rate 0.13% among 290,000;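 active = spots per cell inhibited over 60%, with over 100 cells counted and total cytoplasm intensity under 500,000; inconclusive = wells with under 100 cells, flagged as likely toxic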;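 also: U2OS cells stably carrying GPR55 and arrestin-GFP stimulated by 5 µM LPI near EC80; imaged beta-arrestin-GFP aggregate spots per cell after agonist stimulation; plate controls were LPI-stimulated DMSO wells for no effect and DMSO wells without LPI for full effect; some results filed as inactive read as strong as hits; confirmed hits need IC50 under 10 µM and bright autofluorescent wells are also inconclusive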
# KOR beta-arrestin-2 – kappa opioid receptor blockers – cell-based, luminescence, uHTS (AID 1778); KOR beta-arrestin recruitment, luminescence, antagonist mode; higher % means a stronger effect; one-dose inhibition, % at 10 µM; IC50 in µM for titrated hits; hit rate 0.091% among 290,000; also: strong numbers were not always called active
# Myeloid diff 2 GFP+ MAC1+ % – further read-out of Myeloid diff 2, marked with its call; GFP+ MAC1+ double positive, %; measured here: differentiation confirmed by MAC1 staining
# * = called active by the depositor; i = inactive; ? = inconclusive; · = not tested or not shown; [ ] = remark or other dose. Rule as the data show it, unless noted: active = inhibition above about 50%; inactive = the rest.
mol | NOD1 NF-kB reporter | GPR55 activation | NOD2 inhibition | Myeloid diff 2 | Myeloid diff 2 GFP+ MAC1+ % | KOR beta-arrestin-2 | HIV peptide binding | GPR55 LPI antagonism | GPR35 arrestin U2OS | KOR beta-arrestin-1
CC(Nc1cccc2ccccc12)C(=O)N/N=C/c1ccccn1 (stereo unspecified) | 10% | 0.0% | 16% | i | 7.9 | -89% | -1.3% | 4% | -11% | -0.8%
CCOC(=O)c1sc(/N=C/N(C)C)nc1C | -9% | 0.2% | 8% | i | 1.7 | · | 3.5% | 3% | 0% | -2.3%
Cc1cc(C)c2[nH]c(=O)c(CN(Cc3cccs3)C(=S)NCC3CCCO3)cc2c1 (stereo unspecified) | -12% | -0.4% | 2% | i | 0.7 | -25% | 2.1% | 17% | -14% | 5.0%
COC(=O)C1=C(C)N(C)C(=S)NC1c1ccc(OC)cc1OC (stereo unspecified) | -35% | 0.0% | 12% | i | 0.5 | 16% | 0.3% | 4% | 11% | -2.2%
COc1ccc(N=C2SC(CC(=O)Nc3ccc(F)cc3)C(=O)N2Cc2ccco2)cc1 (stereo unspecified) | -15% | -0.4% | -11% | i | 0.6 | 3% | 23% | 3% | 2% | 1.3%
O=C1C(Cl)=C(NCC2CCCO2)C(=O)N1c1ccccc1 (stereo unspecified) | -26% | -0.1% | -7% | i | 0.6 | 1% | 2.4% | -3% | 9% | 5.5%
Cn1ccnc1-c1ccc(-c2nccn2C)cc1 | -23% | -0.3% | -12% | i | 0.3 | -21% | -0.2% | 4% | 9% | 12%
COC(=O)c1c(NC(=O)CSc2nnc(-c3ccco3)n2Cc2ccccc2)sc(C)c1C | 2% | 0.3% | 18% | i | 0.6 | 18% | -2.1% | 6% | 1% | -4.1%
COc1ccc(-c2[nH]ncc2CN(CCO)CC23CC4CC(CC(C4)C2)C3)c(OC)c1 | -28% | -0.1% | -7% | i | 0.5 | -55% | -0.5% | -11% | 2% | 0.6%
Cc1ccc(Cn2c(-n3nc(C)cc3C)nc3c2c(=O)[nH]c(=O)n3C)cc1 | 7% | -0.2% | 28% | i | 0.4 | 14% | -2.9% | 4% | 3% | 15%
CCOc1ccccc1NS(=O)(=O)c1cn(C)c(=O)n(C)c1=O | -13% | -0.1% | -3% | · | · | -9% | 2.9% | 10% | 12% | 4.8%
CCN1CCN(Cc2c(O)ccc3c2O/C(=C\C=C\c2ccccc2OC)C3=O)CC1 | -22% | 0.1% | -4% | i | 0.2 | -6% | 149% | 15% | -11% | -3.8%
CN(CC(=O)NCCc1ccc(F)cc1)Cc1ccc(Br)cc1 | -30% | 0.5% | 5% | i | 1.9 | -6% | 1.0% | -11% | -9% | -1.6%
CCc1nc(NCc2ccco2)c2oc3ccccc3c2n1 | 17% | -0.3% | 14% | i | 0.8 | 7% | 5.5% | -5% | 4% | -4.2%
O=C(N/N=C/c1cc([N+](=O)[O-])ccc1O)C1CCCCC1 | 0% | -0.3% | 23% | i | 0.5 | 19% | -0.3% | -3% | 5% | 8.5%
Cc1ccc(SCc2ccc(C(=O)Nc3nccs3)o2)cc1 | -56% | -0.1% | -11% | i | 0.8 | -4% | -1.6% | 8% | 1% | -0.2%
O=C(NCCCl)Nc1ccccc1OCCOc1ccccc1NC(=O)NCCCl | -40% | · | -4% | i | 0.8 | 19% | -1.9% | -1% | 7% | -0.8%
O=C(c1ccccc1Sc1ccccc1[N+](=O)[O-])N1CCCCC1 | 27% | -0.2% | 3% | i | 0.4 | 12% | 0.4% | 2% | -6% | 2.0%
O=C(CCc1ccccc1)NNC(=O)C12CC3CC(CC(C3)C1)C2 | -34% | 0.0% | -11% | i | 4.2 | -25% | -0.1% | 8% | 3% | 3.1%
Cc1cc(OCC(=O)N2CCN(c3ccccn3)CC2)c(C)cc1Br | 9% | 0.0% | 29% | i | 0.6 | 10% | 0.5% | -17% | 6% | -1.6%
CCN(CC)CCN(C(=O)c1ccc(C(=O)c2ccccc2)cc1)c1nc2c(OC)cccc2s1 | -25% | -0.1% | -2% | i | 0.4 | -23% | -1.6% | 18% | -10% | -2.0%
C[C@H](N)C(=O)OCc1ccc([N+](=O)[O-])cc1 | -16% | -0.1% | -6% | i | 0.3 | 14% | -0.3% | 5% | -14% | 4.7%
Cc1ccccc1C(=O)NNC1CC(=O)N(c2ccc3c(c2)OCCO3)C1=O (stereo unspecified) | -26% | 0.7% | 6% | i | 0.4 | -25% | 1.8% | 2% | 10% | 10%
O=C(OCn1nnc2ccccc2c1=O)c1ccc2ccccc2n1 | 2% | -0.2% | 8% | i | 1.0 | -17% | 1.2% | 9% | -13% | 8.3%
CC1=NNC(=O)/C1=C\c1cn(-c2ccccc2)nc1-c1cccs1 | · | 37% | · | ? | · | -4% | 0.9% | 7% | -18% | 14%
COc1cccc(OC)c1C(=O)Nc1nc2cc3c(cc2s1)OCO3 | 4% | -0.1% | -15% | i | 0.8 | 9% | 0.8% | -10% | 54% | -2.5%
O=C(N/N=C/c1cc(Br)ccc1O)c1ccccc1Cl | -10% | -0.1% | -2% | i | 3.7 | -14% | 5.9% | -2% | -5% | -1.7%
Cc1[nH]nc2c1-c1nc3ccccc3nc1C(C)(C)C2 | 54% | -0.2% | 8% | i | 0.9 | · | -0.3% | -8% | 3% | 3.7%
COc1ccc(-n2c(Cn3c(=O)sc4ccccc43)nnc2SCC(=O)N2CCCC2)cc1 | -6% | -0.1% | 15% | i | 3.5 | -34% | 2.6% | 4% | -3% | 1.7%
O=C(COc1ccc(C(=S)N2CCOCC2)cc1Cl)Nc1ccccc1Cl | -21% | 0.0% | 24% | i | 0.2 | -13% | 2.2% | -5% | -4% | 11%
CC(NCc1ccc2c(c1)OCO2)C(=O)NC1CCCCC1 (stereo unspecified) | -9% | -0.1% | 3% | i | 0.5 | 8%[20 µM] | -0.7% | 10% | 0% | ·
Clc1ccccc1CSc1nnc(-c2ccncc2)o1 | 5% | 0.0% | -35% | i | 0.8 | -8% | -3.2% | -2% | 16% | 1.5%
C/C(=N\NC(=O)c1ccc2ccccc2c1)c1cccs1 | -68% | -0.1% | -79% | i | 1.5 | 11% | -2.2% | 19% | 1% | 1.3%
COc1ccc(-c2nc(NC(=O)c3ccc(OCC(=O)Nc4ccc(F)cc4)c(OC)c3)sc2C)cc1 | -62% | -0.3% | -34% | i | 0.2 | -160% | -0.8% | 4% | -3% | 53%
O=C(O)CN1C(=O)Nc2ccc(Br)cc2C1c1ccccc1 (stereo unspecified) | 0% | -0.3% | 3% | i | 0.8 | 10% | 3.6% | 6% | 26% | -5.1%
Nc1cc(N)nc(SCC(=O)c2ccccc2)n1 | -8% | 0.0% | 0% | i | 0.6 | -3% | 0.0% | -4% | 22% | 0.5%
CNC(=O)COc1ncnc2sc(C)c(C)c12 | -20% | -0.4% | 1% | i | 0.7 | 33% | -0.2% | -7% | 7% | -6.5%
CCCCc1ccc(-c2csc(/C(C#N)=C\c3ccc(C)o3)n2)cc1 | -18% | -0.1% | 20% | i | 7.7 | -23% | -4.0% | 9% | 15% | 5.3%
Cc1ccc(C(=O)NC2CCS(=O)(=O)C2)cc1S(=O)(=O)N1CCCCCC1 (stereo unspecified) | -28% | -0.1% | -37% | i | 0.4 | -6%[20 µM] | -0.7% | -2% | -4% | -1.8%
CCOC(=O)C(NC(C)=O)(Nc1ccc(S(=O)(=O)Nc2nccs2)cc1)C(F)(F)F (stereo unspecified) | 10% | -0.1% | 10% | i | 1.2 | -7% | -0.1% | 3% | -13% | 0.1%
COc1cc([N+](=O)[O-])cc(/C=N/NC(=O)c2cncc(Br)c2)c1O | -7% | 0.0% | 21% | i | 0.3 | 7% | 27% | 9% | 5% | -0.9%
CC(=O)Nc1ccc(N=Nc2c(C)[nH]n(C(N)=S)c2=O)cc1 | -28% | 0.0% | -30% | i | 0.2 | 4% | 7.0% | 4% | -6% | -7.1%
CC(C)Nc1nc(NC(C)C)nc(Oc2ccc(OCc3ccccc3)nn2)n1 | -13% | -0.1% | 6% | i | 1.3 | 9% | -1.2% | 2% | 4% | 1.1%
Cc1ccc(OCCNC(=O)C2CC(=O)N(c3ccc(C)cc3)C2)cc1 (stereo unspecified) | -4% | -0.1% | 4% | i | 0.8 | 34% | -0.8% | -4% | 6% | 4.9%
O=C(CN1CCN(Cc2ccccc2)CC1)N/N=C/C=C/c1ccco1 | -6% | 0.8% | 13% | i | 0.4 | -8% | 13% | 7% | -2% | 4.3%
CCCn1c(C)cc(=O)c2cc(NC(=O)c3ccccn3)ccc21 | -28% | -0.1% | -4% | i | 0.5 | 4% | -1.4% | 11% | -2% | 2.5%
CCn1c(SCC(=O)Nc2ccc(OC)cc2)nnc1-c1ccco1 | -37% | 0.3% | 8% | i | 0.7 | -22% | 1.4% | 2% | -10% | 1.2%
COc1ccc(NC(=O)CSc2nnc(C3CC3)n2C)cc1 | -9% | -0.1% | 20% | i | 0.0 | -16% | 0.9% | 16% | -2% | -0.3%
CC(C)Nc1nc(-c2ccccc2)nnc1-c1ccccc1 | -7% | -0.1% | 6% | i | 0.3 | -20%[20 µM] | -0.6% | -11% | -5% | -3.4%
O=C1NC(c2cccc(Cl)c2)Oc2ccccc21 (stereo unspecified) | -12% | 0.0% | 10% | i | 0.6 | -17%[20 µM] | -1.9% | -3% | -5% | -0.9%
CCC(=O)N1c2ccc(S(=O)(=O)NCc3ccccc3)cc2CC1C (stereo unspecified) | -10% | 0.1% | 24% | i | 1.7 | -18% | 0.7% | 16% | -15% | -1.7%
CCCCN1C=CC(=C2N=c3cccc([N+](=O)[O-])c3=N2)C=C1 | 36% | 0.0% | 8% | i | 0.4 | 15% | -1.3% | 10% | 4% | 2.5%
COc1ccc(N2CCN(C(=O)CSc3ccccc3)CC2)cc1 | -21% | -0.1% | -4% | i | 6.3 | -36% | 0.1% | 5% | 21% | 7.1%
Cc1ccccc1-c1nc(S(=O)(=O)c2ccc(Cl)cc2)c(NCCN2CCOCC2)o1 | -5% | -0.1% | -1% | ? | · | 5% | -3.0% | 1% | -13% | -3.9%
COc1ccc2c(CC(=O)NC3CCCc4ccccc43)coc2c1 (stereo unspecified) | -5% | -0.2% | 14% | i | 0.7 | -1% | 2.0% | 9% | 15% | -4.1%
C=CCNC(=O)C(=O)NN=C1CCN(C)CC1 | -14% | 0.0% | 2% | i | 6.0 | -15% | -2.7% | -1% | -9% | -6.9%
C=CCC(Nc1ccccc1)c1ccc(OC)c(OC)c1 (stereo unspecified) | -2% | -0.1% | 12% | · | · | -1% | 1.9% | -15% | 10% | 7.6%
CC(=O)Nc1ccc(Nc2cc(C)c3ccccc3n2)cc1 | -19% | 0.2% | 13% | i | 0.3 | 13% | 0.8% | 5% | 1% | 0.6%

# High-throughput results (PubChem)

# The list is partial (hit frequency here may not be typical).
